Screens deposited in PubChem by Broad Institute.
esBAF inh: blocks esBAF chromatin remodeling in mouse ES cells; reporter increase, % at 12.5 µM; Bmi1-luciferase knock-in reporter, 24 h; 100% = twice the neutral-well signal; 2% of 350,000 active; in the data active = activation above about 40%; inconclusive = no clear call, values can overlap the other calls;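 also: 0% = median of the plate's neutral control wells and 100% = double that signal; a rise in the Bmi1 reporter signal indicates esBAF inhibition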
E-selectin induc: induces E-selectin expression in human endothelial cells; 0.37% of 260,000 active; activation, % at 7.58 µM; HUVEC E-selectin immunofluorescence imaging; normalized: neutral wells 0, TNF-alpha wells 100;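 active = mean E-selectin-positive cell signal at least 10% of the positive control, reached in at least 60% of replicates, without over 20% cell loss; inconclusive = no rule given, readout overlaps actives, possibly toxicity-flagged; inactive = the rest, including those meeting only one limit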;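 also: in these data hits start at about 27%; measured in HUVEC primary endothelial cells; signal is the percent of cells scored E-selectin positive by PE staining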
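Test system: HUVEC | Signal: Immunofluorescence imaging | Read-out: Percent E-selectin-positive cells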
ERp5 block: blocks human ERp5 reductase activity on insulin; Q15084; ERp5 insulin aggregation, absorbance 650 nm, 90 min; inhibition, % at 9.99 µM; 0.05% of 350,000 active;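 active = mean replicate inhibition above about 25%, with every replicate also reaching it, limit read from the data, passing the limit was not always enough; inconclusive = only one of those two criteria met; inactive = neither criterion met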
Target sequence (Q15084 whole entry, looked up): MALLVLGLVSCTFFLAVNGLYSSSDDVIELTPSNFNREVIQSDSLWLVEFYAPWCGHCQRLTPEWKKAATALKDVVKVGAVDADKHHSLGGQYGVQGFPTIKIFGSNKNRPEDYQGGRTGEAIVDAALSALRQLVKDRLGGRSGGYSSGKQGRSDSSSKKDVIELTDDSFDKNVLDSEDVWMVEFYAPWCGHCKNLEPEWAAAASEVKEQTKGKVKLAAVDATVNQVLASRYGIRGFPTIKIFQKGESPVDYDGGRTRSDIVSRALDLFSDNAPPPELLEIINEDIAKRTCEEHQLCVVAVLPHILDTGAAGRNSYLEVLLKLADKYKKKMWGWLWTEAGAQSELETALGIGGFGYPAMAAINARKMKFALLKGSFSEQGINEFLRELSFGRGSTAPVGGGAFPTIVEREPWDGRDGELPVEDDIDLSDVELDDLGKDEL
RAD54 inh: inhibitors of human RAD54 branch migration; Q92698; RAD54 Holliday junction branch migration, FAM/BHQ fluorescence; inhibition, % at 10.4 µM; 0.14% of 360,000 active; AID 602329;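 active = mean normalized replicate activity at least 40 and at least half of replicates scoring 40 or more; inconclusive = only one of the two criteria met; inactive = mean below 40 and under half of replicates reaching 40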;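 also: 0% = median of neutral control wells and 100% = median of positive control wells; inhibitors cause a drop in the FAM fluorescence signal; in these data hits start at about 50%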
Xi reactivation: reactivates the inactive X chromosome in mouse fibroblasts; XiGFP mouse fibroblasts, % GFP-positive cells imaging, 3 d; cells co-treated with 5-aza-dC sensitizer; scaled so ellipticine positive control = 100%; activation, % at 7.58 µM; 0.055% of 360,000 active; AID 743238;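 active = mean normalized replicate activation at least 10% and every replicate at or above 10%; inconclusive = only one of the two criteria met; inactive = mean below 10% and not all replicates reach 10%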;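 also: 0% = median of on-plate neutral control wells and 100% = ellipticine 6 µM median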
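Material: XiGFP fibroblasts, SV40-immortalized. Buffer or medium: DMEM plus 5-aza-dC sensitizer. Compound: single concentration per compound, delivered by pin transfer. Times: 3 days compound exposure. Controls: ellipticine 6 µM.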
ERAP1 inh: blocks human ERAP1 aminopeptidase activity | Q9NZ08 | recombinant ERAP1, Leu-AMC fluorescence, 60 min | inhibition, % at 10.7 µM | 0.15% of 340,000 active | AID 652197;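 active = mean replicate inhibition of at least 30%, or all replicates individually reaching that 30% level; inactive = mean below 30% and not every replicate reaching it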;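 also: 0% = neutral control wells and 100% = L-leucinethiol positive control wells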
S100A4 inh HTS: S100A4-myosin IIA interaction inhibition. P26447. S100A4/TAMRA-MyoIIA peptide fluorescence polarization. inhibition, % at 10.7 µM. 0.14% of 360,000 active. AID 652163;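 active = mean inhibition of at least 70% across replicates, with every replicate also reaching that level; inconclusive = mean inhibition reaches 70% but some replicates fall short; inactive = mean inhibition below 70%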
Target sequence (P26447 whole entry, looked up): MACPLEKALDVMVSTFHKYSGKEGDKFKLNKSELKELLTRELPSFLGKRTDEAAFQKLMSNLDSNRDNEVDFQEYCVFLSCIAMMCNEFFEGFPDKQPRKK
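Test system – S100A4 monomer (human) · Compound – single-point compound testing · Schedule – 5 min incubation before reading · Probe or stimulus – TAMRA-labelled myosin IIA heavy-chain peptide probe, 5 nM · Benchmarks – neutral control DMSO, positive control TFP · Medium – Calcium-containing HEPES buffer, pH 7.2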
RAD52 inh: blocks human RAD52 DNA annealing | P43351 | recombinant RAD52 DNA annealing, FRET fluorescence | inhibition, % at 18.7 µM | 0.46% of 360,000 active | AID 651710;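 active = every replicate showing at least 50% inhibition; inconclusive = mean inhibition at least 50% but not in every replicate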
Target sequence (P43351 whole entry, looked up): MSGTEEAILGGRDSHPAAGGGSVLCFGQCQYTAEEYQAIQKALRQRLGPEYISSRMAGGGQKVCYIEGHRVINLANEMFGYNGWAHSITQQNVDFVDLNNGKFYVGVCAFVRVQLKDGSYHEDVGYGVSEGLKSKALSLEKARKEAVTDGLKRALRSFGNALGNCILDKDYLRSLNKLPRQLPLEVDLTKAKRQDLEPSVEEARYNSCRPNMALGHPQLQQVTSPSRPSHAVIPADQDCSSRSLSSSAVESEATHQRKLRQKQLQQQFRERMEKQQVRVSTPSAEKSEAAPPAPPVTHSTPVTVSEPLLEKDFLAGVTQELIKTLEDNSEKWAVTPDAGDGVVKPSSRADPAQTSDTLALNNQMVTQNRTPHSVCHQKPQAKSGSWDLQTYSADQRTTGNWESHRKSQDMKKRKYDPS
Starred values were filed as active, the others as inactive; ? = inconclusive; . = not tested or not shown.

Below each SMILES: esBAF inh	E-selectin induc	ERp5 block	RAD54 inh	Xi reactivation	ERAP1 inh	S100A4 inh HTS	RAD52 inh
1) COc1cccc(S(=O)(=O)Nc2ccc3c(c2)[C@H]2C[C@H](CC(=O)NCc4ccccc4F)O[C@H](CO)[C@H]2O3)c1
→ 10	0.0	-1	10	0.0	1	0	10
2) CCOC(=O)C1=CN(C(C)C)CCC1=O
→ 3	0.2	3	1	0.6	15	-5	-5
3) CO[C@H]1CN(C)C(=O)c2ccc(NS(=O)(=O)CC(F)(F)F)cc2OC[C@@H](C)NC[C@@H]1C
→ 2	0.0	-1	-2	0.3	.	11	-8
4) Cc1cc(C)nc(-n2nc(C)cc2NC(=O)c2cc3ccccc3oc2=O)n1
→ -11	0.0	-4	-2	0.0	2	-2	-1
5) CCc1ccc(OCC(O)CN2CCN(c3ccc(OC)cc3)CC2)cc1 (stereo unspecified)
→ -12	.	3	-10	0.1	2	-3	-8
6) Cc1ccc2nc3c(cc(C(=O)NC4CCCCC4)c(=N)n3C3CCCCC3)c(=O)n2c1
→ -9	0.1	3	-9	0.0	-115	-5	-50
7) CCCCC(=O)OCc1c(-c2ccccc2)ncc2ccccc12
→ 4	0.0	0	-5	0.1	0	1	9
8) Cc1ccc([N+](=O)[O-])cc1NC(=O)Nc1ccc(S(N)(=O)=O)cc1
→ -8	0.2	1	1	0.0	-4	2	-2
9) CC(=O)C1=C(C)N(Cc2ccc(Cl)cc2)C(=S)NC1c1ccc(Cl)cc1 (stereo unspecified)
→ .	-0.1	-3	.	0.1	-1	2	-5
10) COc1ccc(NC(=O)N(C)C[C@@H]2Oc3ncc(C#Cc4ccc(OC)c(OC)c4)cc3C(=O)N([C@H](C)CO)C[C@@H]2C)cc1
→ 2	0.1	0	-3	-0.7	2	14	-17
11) CNC[C@H]1Oc2ncc(Br)cc2C(=O)N([C@H](C)CO)C[C@@H]1C
→ -1	-1.9	-9	-5	0.2	.	-4	-15
12) O=C(NCC(=O)N1CCN(S(=O)(=O)/C=C/c2ccccc2)CC1)c1ccc(Cl)cc1
→ -5	3.8	-1	-2	0.0	1	-5	-5
13) Oc1cccc(Nc2ncnc3ccccc23)c1
→ .	.	-6	.	.	-5	0	6
14) O=C(Nc1ccccc1C(=O)N1CCCCCC1)c1ccc(Cl)cc1
→ .	.	-2	.	0.0	-2	-2	-8
15) CN(C)C(=O)[C@H]1[C@H](CO)[C@H]2Cn3c(cccc3=O)[C@H]2N1C(=O)C1CCC1
→ -3	0.7	0	-3	0.0	4	-3	-1
16) CC(NS(=O)(=O)c1ccc(Br)cc1F)[C@H](O)c1ccccc1 (stereo partly specified)
→ -10	-5.0	-3	3	0.1	.	-2	1
17) Cc1ccc(S(=O)(=O)CC(CN2CCOCC2)N2CCOCC2)cc1 (stereo unspecified)
→ -5	.	0	.	0.2	-3	-5	-2
18) COc1ccc(NC(=O)N(C)[C@H]2C[C@H]3c4[nH]c5ccc(-c6ccc7c(c6)OCO7)cc5c4CCN3C[C@H]2[C@H](C)O)cc1
→ -3	3.9	3	.	0.0	-2	-1	45
19) O=C(COC(=O)C1CCN(S(=O)(=O)c2c(Cl)cccc2Cl)CC1)NCc1ccco1
→ -6	-0.2	2	-3	-0.1	2	-10	-7
20) CC(=O)Nc1ccc(S(=O)(=O)Nc2cccc(-c3cn4cccnc4n3)c2)cc1
→ .	.	8	.	0.1	10	-4	-48
21) Cc1cc(S(=O)(=O)Nc2ccc3c(c2)COC3=O)ccc1F
→ -6	.	-1	.	0.0	-2	0	2
22) O=C(NCCc1c[nH]c2ccccc12)c1ccc([N+](=O)[O-])o1
→ 6	-0.4	0	3	-0.1	7	3	-1
23) Clc1ccc(-c2nc3ccc(Br)cn3c2Cc2cccc(Cl)c2)cc1
→ ?	0.1	2	0	-0.1	-3	-20	-27
24) O=C(Cn1ncc(N2CCOCC2)c(Br)c1=O)c1ccc(Cl)cc1
→ 26	4.3	-1	-4	0.1	.	3	8
25) C[C@H]1CCCCO[C@H](CN(C)Cc2ccncc2)[C@@H](C)CN([C@@H](C)CO)C(=O)c2cc(NS(C)(=O)=O)ccc2O1
→ 5	-0.1	-5	4	0.0	-1	-5	0
26) O=C(O)c1ccc2c(c1)C(=O)N(c1cc([N+](=O)[O-])ccn1)C2=O
→ 3	.	-2	-17	0.0	6	1	-6
27) CCCC#Cc1ccc([C@@H]2[C@@H](CO)N3C(=O)CN(C(=O)Nc4ccc(F)cc4)C[C@H]23)cc1
→ .	0.9	2	.	0.5	0	-3	-23
28) Cn1ccnc1SCCNC(=O)C1CCC(=O)N(Cc2ccc(Cl)cc2)C1 (stereo unspecified)
→ -5	-1.1	-15	-9	0.0	0	-4	-2
29) O=C(Nc1ccc(NC(=O)c2cccnc2)cc1)c1ccccc1
→ -1	.	2	0	.	1	-10	-9
30) COc1cccc(NC(=O)N(C)C[C@@H]2Oc3cc(-c4cccc(C(=O)N(C)C)c4)ccc3S(=O)(=O)N([C@@H](C)CO)C[C@H]2C)c1
→ 0	-0.2	-3	3	-0.7	0	-3	6

Other structures
Below each SMILES: esBAF inh	E-selectin induc	ERp5 block	RAD54 inh	Xi reactivation	ERAP1 inh	S100A4 inh HTS	RAD52 inh
31) CC(C)C1C(=O)N(Cc2cn(CCC3OCCO3)nn2)CCS(=O)(=O)N1Cc1ccc(-c2ccccc2)cc1 (stereo unspecified)
→ 5	-0.9	-2	-6	0.4	4	2	-6
32) CC(C)C[C@H](NC(=O)C1CCN(S(=O)(=O)c2ccccc2)CC1)C(=O)NCc1cccnc1
→ -1	.	6	8	0.0	-4	-5	-8
33) COc1ccc(S(=O)(=O)N(C)C[C@@H]2Oc3c(NS(=O)(=O)c4cccs4)cccc3C(=O)N([C@@H](C)CO)C[C@@H]2C)cc1
→ -3	-0.3	-3	-8	-0.9	-4	-31	-92
34) COc1ccccc1CNC(=O)c1ccc(CS(=O)(=O)c2ccccc2)o1
→ 0	.	-5	-1	0.2	0	6	-34
35) CSc1ccccc1OCc1cc(C(=O)NCc2cccc(C)n2)no1
→ 78*	.	0	-4	0.0	-1	-1	-10
36) Cc1ccccc1-n1c(-c2ccco2)n[nH]c1=S
→ .	-0.3	-2	-7	0.0	1	1	-16
37) Cc1ccccc1N(C(=O)Cn1nnc(-c2ccc(F)cc2)n1)C(C(=O)NC(C)(C)C)c1ccncc1 (stereo unspecified)
→ 6	.	-2	6	0.4	2	1	-15
38) O=C(NCCOc1ccccc1)[C@@H]1CCCN1C(=O)c1cccs1
→ -1	-0.2	0	-1	0.0	0	7	-12
39) CC1(C)CC(=O)C=C(c2ccc(-c3ccccc3)cc2)C1
→ 74*	-0.1	0	-2	-0.1	0	15	-7
40) C/C(CC(=O)Nc1ccc(Cl)cc1Cl)=N\NC(=O)c1ccncc1
→ .	.	2	.	-0.2	-3	2	-11
41) CC(=O)c1cccc(NC(=O)COc2ccc(S(=O)(=O)N3CCOCC3)cc2)c1
→ 4	-0.6	-10	-2	0.1	-2	-3	-9
42) CCOc1ccc(NC(=O)CC(NC(C)=O)c2ccccc2)cc1S(=O)(=O)N1CCCC1 (stereo unspecified)
→ -10	.	-14	6	0.0	0	3	-1
43) CCCC(=O)Nc1ccc2c(c1)C(=O)N(C)[C@@H]1CC[C@H](CC(=O)NCC3CCCCC3)O[C@@H]1CO2
→ 6	0.0	0	-1	0.2	2	12	-3
44) CCn1c(SCC#N)nc2ccccc2c1=O
→ .	.	-4	-15	0.0	-1	-3	8
45) C[C@@H]1CCCCO[C@@H](CN(C)Cc2ccc(C(=O)O)cc2)[C@H](C)CN([C@H](C)CO)C(=O)c2cc(NC(=O)Nc3ccc(C(F)(F)F)cc3)ccc2O1
→ 2	-0.1	-2	1	-0.6	1	-2	0
46) CC1Sc2ccc(S(=O)(=O)CCC(=O)NC3CCCCCC3)cc2NC1=O (stereo unspecified)
→ 6	-0.2	1	-6	0.1	2	-3	-17
47) Cn1cccc1C(=O)OCC(=O)N1CCN(c2ccccc2)CC1
→ 6	0.2	-8	3	0.2	0	-4	-12
48) CC(C)NC(=O)Nc1ccc2c(c1)C(=O)N([C@H](C)CO)C[C@@H](C)[C@H](CN(C)S(=O)(=O)c1ccc(F)cc1)OCCCC[C@@H](C)O2
→ 8	0.5	-4	8	0.2	2	-4	25
49) CCOC(=O)CSc1nc2sc3c(c2c(=O)n1-c1ccc(OCC)cc1)CCN(C)C3
→ 1	0.6	-4	23	0.2	-2	-9	6
50) COc1cccc(N2CCN(C(=O)c3ccccc3SCC(=O)NCc3ccco3)CC2)c1
→ 4	0.0	-1	-15	0.0	1	1	-10
51) Cc1ccccc1C(=O)OCC(=O)N(C)c1c(N)n(Cc2ccccc2)c(=O)[nH]c1=O
→ -2	2.2	4	.	0.0	-1	1	-3
52) CC(C)c1cc(C(=O)N(C)C2CCCN(Cc3ccccc3F)C2)n(C)n1 (stereo unspecified)
→ 1	-0.1	0	-24	0.4	-8	-13	-31

From compound 38 up to 50, copied from above:
Below each SMILES: esBAF inh	E-selectin induc	ERp5 block	RAD54 inh	Xi reactivation	ERAP1 inh	S100A4 inh HTS	RAD52 inh
38) O=C(NCCOc1ccccc1)[C@@H]1CCCN1C(=O)c1cccs1
→ -1	-0.2	0	-1	0.0	0	7	-12
39) CC1(C)CC(=O)C=C(c2ccc(-c3ccccc3)cc2)C1
→ 74*	-0.1	0	-2	-0.1	0	15	-7
40) C/C(CC(=O)Nc1ccc(Cl)cc1Cl)=N\NC(=O)c1ccncc1
→ .	.	2	.	-0.2	-3	2	-11
41) CC(=O)c1cccc(NC(=O)COc2ccc(S(=O)(=O)N3CCOCC3)cc2)c1
→ 4	-0.6	-10	-2	0.1	-2	-3	-9
42) CCOc1ccc(NC(=O)CC(NC(C)=O)c2ccccc2)cc1S(=O)(=O)N1CCCC1 (stereo unspecified)
→ -10	.	-14	6	0.0	0	3	-1
43) CCCC(=O)Nc1ccc2c(c1)C(=O)N(C)[C@@H]1CC[C@H](CC(=O)NCC3CCCCC3)O[C@@H]1CO2
→ 6	0.0	0	-1	0.2	2	12	-3
44) CCn1c(SCC#N)nc2ccccc2c1=O
→ .	.	-4	-15	0.0	-1	-3	8
45) C[C@@H]1CCCCO[C@@H](CN(C)Cc2ccc(C(=O)O)cc2)[C@H](C)CN([C@H](C)CO)C(=O)c2cc(NC(=O)Nc3ccc(C(F)(F)F)cc3)ccc2O1
→ 2	-0.1	-2	1	-0.6	1	-2	0
46) CC1Sc2ccc(S(=O)(=O)CCC(=O)NC3CCCCCC3)cc2NC1=O (stereo unspecified)
→ 6	-0.2	1	-6	0.1	2	-3	-17
47) Cn1cccc1C(=O)OCC(=O)N1CCN(c2ccccc2)CC1
→ 6	0.2	-8	3	0.2	0	-4	-12
48) CC(C)NC(=O)Nc1ccc2c(c1)C(=O)N([C@H](C)CO)C[C@@H](C)[C@H](CN(C)S(=O)(=O)c1ccc(F)cc1)OCCCC[C@@H](C)O2
→ 8	0.5	-4	8	0.2	2	-4	25
49) CCOC(=O)CSc1nc2sc3c(c2c(=O)n1-c1ccc(OCC)cc1)CCN(C)C3
→ 1	0.6	-4	23	0.2	-2	-9	6
50) COc1cccc(N2CCN(C(=O)c3ccccc3SCC(=O)NCc3ccco3)CC2)c1
→ 4	0.0	-1	-15	0.0	1	1	-10
